GLP1R ag = qHTS of GLP-1 Receptor Agonists; Glucagon-like peptide 1 receptor (Homo sapiens), P43220; HEK293 GLP-1R CRE-luciferase, luminescence, 4-6 h; cells express a hypersensitive GLP-1R form; Potency, µM (doses to about 45.6 µM), without a hit: top-dose activation, most hits filed as activators; 380,000 compounds, 0.007% hits; AID 624172, 2012; also: potency is read from the fitted curve at half-maximal effect; % of control where 0% means no effect
pAkt inh = HTS Assay for Inhibitors of Akt Phophorylation: Primary Screen; activity change, % for hits at 50 µM; 360,000 compounds, 0.32% hits; Neuro2A IGF-stimulated pAkt S473 HTRF, 20 min; hits give low values; in the data active = activity change below about -80%; inconclusive = mostly about -51% to -80%; also: % is scaled to controls: 0 for no effect and ±100 for the full control effect
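Neuro2A cells (4,500/well, DMEM with 0.5% FBS) were treated with compound at a single 50 µM final concentration, stimulated with 6 nM IGF for 20 min at 37 °C, and lysed. Phospho-Akt Ser473 was read by HTRF as 665/615 ratio ×10^4.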
FUS suppressor = qHTS for Suppressors of FUS Proteinopathy: Primary screen using FUS-linked yeast assay | S. cerevisiae FUS-expressing, growth rescue, OD600, 24 h | 390,000 compounds, 0.24% hits | Potency, µM (top dose mostly 76.6 µM), for the others: at the top dose growth rescue (activation), usual class: activators;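 also: potency is read from the fitted curve at half-maximal effect; plate controls were DMSO vehicle for no effect and reference control for full effect; nearly all actives have a fitted effect of over 55% in size; some results filed as inactive show a strong effect at the top dose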
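FUS-expressing yeast, raffinose-pregrown, induced in 2% galactose minimal medium at OD 0.005; compounds in a dilution series, 24hr at 30C. Growth restoration read as absorbance at 600 nm. CP55940 positive control, DMSO negative.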
D3 antag = qHTS of D3 Dopamine Receptor Antagonist: qHTS. 360,000 compounds, 2.5% hits. max response, negative = inhibition, %. D3R cells, DiscoveRx beta-arrestin luminescence, antagonist mode; hits give low values; in the data active = max response below about -50%; inconclusive = no clear call, values can overlap the other calls; also: % is scaled to controls: 0 for no effect and ±100 for the full control effect; mostly tested at two doses, the higher about 12 µM
Target sequence (P35462 whole entry, looked up): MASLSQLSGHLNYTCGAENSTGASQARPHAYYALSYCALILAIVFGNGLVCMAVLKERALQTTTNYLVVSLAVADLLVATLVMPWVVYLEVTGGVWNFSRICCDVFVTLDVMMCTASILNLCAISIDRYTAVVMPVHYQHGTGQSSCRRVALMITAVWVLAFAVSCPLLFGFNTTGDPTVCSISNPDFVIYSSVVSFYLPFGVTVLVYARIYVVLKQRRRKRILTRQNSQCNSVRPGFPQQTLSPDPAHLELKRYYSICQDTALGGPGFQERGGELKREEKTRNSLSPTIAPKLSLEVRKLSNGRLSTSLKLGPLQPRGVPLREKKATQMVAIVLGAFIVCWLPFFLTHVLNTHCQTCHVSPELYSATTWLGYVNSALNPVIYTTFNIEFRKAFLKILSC
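Cells expressing the human receptor were seeded at 1500 cells/well, incubated overnight at 37 degrees C in 5% CO2, then exposed to library compounds with dopamine controls for 90 minutes at 37 degrees C before luminescent detection.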
PTHR1 ag = qHTS for PTHR1 Agonists: Primary Screen | HEK293 GP2 PTHR1 cells, GloSensor cAMP luminescence, 1 h | Potency, µM (top dose mostly 115 µM), inactives show at the highest dose activation, most hits filed as activators | 410,000 compounds, 0.075% hits | AID 743266, 2014; also: potency is read from the fitted curve at half-maximal effect; nearly all actives have a fitted effect of over 55% in size; some results filed as inactive show a strong effect at the top dose; inactives centre near -15; many of its hits are not listed in these tables
Target sequence (Q03431 whole entry, looked up): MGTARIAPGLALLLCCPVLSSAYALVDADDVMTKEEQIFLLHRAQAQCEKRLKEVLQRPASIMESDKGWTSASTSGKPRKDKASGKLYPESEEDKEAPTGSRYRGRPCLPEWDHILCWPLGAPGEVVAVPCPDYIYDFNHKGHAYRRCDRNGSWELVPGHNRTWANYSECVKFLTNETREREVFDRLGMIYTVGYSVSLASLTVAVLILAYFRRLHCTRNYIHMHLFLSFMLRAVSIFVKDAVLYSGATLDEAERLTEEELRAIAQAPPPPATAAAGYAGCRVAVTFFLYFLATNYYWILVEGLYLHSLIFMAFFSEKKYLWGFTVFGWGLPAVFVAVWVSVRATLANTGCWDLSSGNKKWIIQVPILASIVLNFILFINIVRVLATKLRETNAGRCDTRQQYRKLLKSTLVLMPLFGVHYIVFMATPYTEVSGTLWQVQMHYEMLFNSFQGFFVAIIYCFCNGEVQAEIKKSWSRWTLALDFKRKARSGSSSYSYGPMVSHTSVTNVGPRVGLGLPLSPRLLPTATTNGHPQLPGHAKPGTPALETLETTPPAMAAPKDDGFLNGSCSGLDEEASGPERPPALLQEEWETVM
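HEK-293-derived GP2 cells expressing PTHR1 and a GloSensor cAMP reporter, 3,000/well, plated overnight, given luciferin plus IBMX (each 0.5 mM as added) for 1 h at 37 °C, then compound for 1 h at 37 °C. Luminescence was read after 15 min at room temperature.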
aSyn yeast inh = qHTS of alpha-syn Inhibitors; Potency, µM (top dose mostly 46.1 µM), for the others: at the top dose growth rescue (activation), most hits filed as activators; 370,000 compounds, 0.14% hits; Yeast expressing alpha-synuclein, growth rescue, BacTiter-Glo, 24 h; AID 652106, 2013; also: potency is read from the fitted curve at half-maximal effect; % of control where 0% means no effect; nearly all actives have a fitted effect of over 65% in size
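Galactose-induced alpha-syn yeast (OD600=0.02, raffinose-pregrown) + pinned cpd, 24 hr, 30 deg C; growth by BacTiter-Glo luminescence. Growth restoration scores as activation.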
TDP-43 yeast inh = qHTS of TDP-43 Inhibitors | TDP-43 expressing yeast growth rescue, BacTiter-Glo, 24 h | Potency, µM (titrated, usually from 46.1 µM), inactives show at the top dose growth rescue (activation), most hits filed as activators | 410,000 compounds, 1.8% hits | AID 652104, 2013; also: potency is read from the fitted curve at half-maximal effect; % of control where 0% means no effect; nearly all actives have a fitted effect of over 50% in size
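Luminescence from BacTiter-Glo reports growth of TDP-43-expressing yeast after 24 hr at 30 deg C with compound. Cells were raffinose-pregrown to mid-log, then seeded in galactose medium at OD600=0.02.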
GLP1R inv ag = qHTS of GLP-1 Receptor Inverse Agonists (Inhibition Mode); Glucagon-like peptide 1 receptor (Homo sapiens), P43220; HEK293 GLP-1R CRE-luciferase, luminescence, 24 h; GLP-1R form is constitutively active; Potency, µM (top dose mostly 38.3 µM), without a hit: at the top dose activity change, negative = inhibition, usual class: inhibitors; 410,000 compounds, 1.6% hits; also: potency is read from the fitted curve at half-maximal effect; % is scaled to controls: 0 for no effect and ±100 for the full control effect; nearly all actives have a fitted effect of over 55% in size
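Cells are plated, allowed 12 hours at 37 deg C, then treated with compounds for 24 hr before luciferase detection reagent is added and luminescence is read after 12 min at room temperature. The HEK293 line carries constitutively active GLP-1R with a cAMP-responsive reporter.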
Abeta yeast res = qHTS for compounds that reverse cellular toxicity of Amyloid beta (A-beta) peptide in yeast: Primary Screen; yeast expressing A-beta42, growth rescue, OD600, 48 h; response scale: 0% DMSO, 100% iron-clioquinol control; 410,000 compounds, 0.063% hits; Potency, µM (doses to about 46.1 µM), inactives show at the highest dose growth rescue, usual class: activators; also: potency is read from the fitted curve at half-maximal effect; nearly all actives have a fitted effect of over 55% in size
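Yeast A-beta toxicity model in growth medium with pinned compounds, 48 h at 30 C; growth read as absorbance at 600 nm. Normalized to FeCl3/clioquinol equimolar mix (positive) and DMSO (negative).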
Starred values were filed as active, the others as inactive; i = inactive; ? = inconclusive; nt = no result given; & = joins results of further samples; [ ] = another dose, or the depositor's remark. Unless noted, calls follow the shape of the dose curve; as a rule, active = well fitted curve in the direction sought with a large enough effect; inconclusive = small, poorly fitted or top-dose-only effect, or another doubt; inactive = no such curve, though single readings can be large; an effect the other way counts as inactive or inconclusive.

1. CC(C)(C)NC(=O)CSCc1c(Cl)cccc1Cl
2. Nc1ccc2ccccc2c1N=Nc1ccccc1
3. Cc1ccc(NC(=O)Cn2nnc(C(=O)NCCc3ccccc3)c2N)cc1Cl
4. CCOC(=O)c1c(NC(=O)c2cc(-c3cccc(Cl)c3)on2)sc(C)c1C
5. CC(OC(=O)c1cccc(N2C(=O)c3ccccc3C2=O)c1)C(=O)Nc1ccc(N(C)C)cc1 (stereo unspecified)
assay / compound	1	2	3	4	5
GLP1R ag	8%	19%	-1%	nt	0%
pAkt inh	i	i	i	nt	i
FUS suppressor	?	-2%	11%&7%	-17%	nt
D3 antag	-27	-1	9	nt	-13
PTHR1 ag	-2%	i	i	-21%	i
aSyn yeast inh	10%	-22%	2%	nt	2%
TDP-43 yeast inh	?	-44%[inhibitor]	-9%&15%	-16%	4%
GLP1R inv ag	?	?	6%&-11%	13%	10%
Abeta yeast res	4%	-45%[inhibitor]	3%&-11%	-11%	0%

Quoted from the listing.
Cc1ccc(NC(=O)Cn2nnc(C(=O)NCCc3ccccc3)c2N)cc1Cl in D3 antag shows 9
CCOC(=O)c1c(NC(=O)c2cc(-c3cccc(Cl)c3)on2)sc(C)c1C in GLP1R inv ag shows 13%

Other records
6. C/C(=N\NC(=O)c1cc(O)cc(O)c1)c1ccc(NC(=O)Cc2ccccc2)cc1
7. Cc1ccc(C(=O)N2CCN(C(=O)c3ccc(C)cc3)C2)cc1
8. COc1ccc(C(=O)NCCc2nnc3ccc(SCC(=O)Nc4ccccc4)nn23)cc1
9. CCOc1ccc(CN(C)CC(O)COC(c2ccc(OC)cc2)c2ccc(OC)cc2)cc1 (stereo unspecified)
10. N#C/C(=C\c1cccc(O)c1)C(=O)Nc1ccc2c(c1)OCCO2
assay / compound	6	7	8	9	10
GLP1R ag	12%	-2%	-1%	20%	0%
pAkt inh	i	i	i	i	i
FUS suppressor	26%	-4%	nt	-2%	4%
D3 antag	2	2	-15	-28	-7
PTHR1 ag	i	i	-1%	i	-35%[inhibitor]
aSyn yeast inh	0%	-2%	-1%	2%	-6%
TDP-43 yeast inh	23%	-19%	6%	-3%	5%
GLP1R inv ag	-12%	?	0%	?	-22%
Abeta yeast res	24%	6%	-12%	15%	-3%

3 compounds from above, showing only FUS suppressor, GLP1R inv ag and pAkt inh.
no.	compound	FUS suppressor	GLP1R inv ag	pAkt inh
9	CCOc1ccc(CN(C)CC(O)COC(c2ccc(OC)cc2)c2ccc(OC)cc2)cc1 (stereo unspecified)	-2%	?	i
8	COc1ccc(C(=O)NCCc2nnc3ccc(SCC(=O)Nc4ccccc4)nn23)cc1	nt	0%	i
6	C/C(=N\NC(=O)c1cc(O)cc(O)c1)c1ccc(NC(=O)Cc2ccccc2)cc1	26%	-12%	i

Further structures
11. CCc1noc(C)c1C(=O)N1CCCC(C(=O)c2cc(F)ccc2OC)C1 (stereo unspecified)
12. CCNC(=O)OCc1cn(-c2ccccc2)nn1
13. CNC(=O)OC(C)CNS(=O)(=O)c1ccc(C)cc1 (stereo unspecified)
14. COC(=O)/C(=C/N(C)C)C(=O)N1CCN(c2ccc(Cl)c(Cl)c2)CC1
15. CC(NC(=O)C(Cc1ccccc1)N1C(=O)C2C3CCC(C3)C2C1=O)c1ccccc1 (stereo unspecified)
assay / compound	11	12	13	14	15
GLP1R ag	5%	1%	-1%	10%	0%
pAkt inh	i	i	nt	i	i
FUS suppressor	6%	7%	15%	3%	15%
D3 antag	-11	-3	-12	-18	16
PTHR1 ag	i	-10%	-10%[57.5 µM]	-18%	i
aSyn yeast inh	0%	1%	-8%	17%	0%
TDP-43 yeast inh	4%	8%	-21%	-2%	3%
GLP1R inv ag	-3%	18%	0%	1%	0%
Abeta yeast res	12%	-9%	0%	17%	14%

16. COc1ccc(/C=C2\SC(=S)N(CC(=O)N(C)C3CCS(=O)(=O)C3)C2=O)cc1 (stereo unspecified)
17. O=C(NCCS(=O)(=O)N1CCCCCC1)c1ccccc1
18. NS(=O)(=O)c1ccc(CNC(=O)c2ccncc2)cc1
19. COc1ccccc1C(=O)NC(=O)COC(=O)c1cccc(NC(C)=O)c1
20. CCOc1ccc(Cl)cc1S(=O)(=O)N1CCC(C(=O)NCC2CCCO2)CC1 (stereo unspecified)
assay / compound	16	17	18	19	20
GLP1R ag	6%	0%	-2%	-1%	11%
pAkt inh	i	i	i	i	i
FUS suppressor	6%	26%	9%	14%	19%
D3 antag	11	0	-3	14	-4
PTHR1 ag	6%	-24%	i	i	-32%
aSyn yeast inh	-1%	-3%	-1%	-6%	-3%
TDP-43 yeast inh	-4%	11%	3%	-6%	-19%
GLP1R inv ag	9%	-6%	8%	9%	-14%
Abeta yeast res	12%	-3%	5%	-8%	-9%

21. CCOC(=O)C1(CC2CC2)CCN(Cc2cnc(-c3ccc(OC)cc3)nc2)CC1
22. Cc1ccc(S(=O)(=O)NCCCNC(=O)c2ccccc2)cc1
23. CC(C)NC(=O)C12CC3CC(C1)CC(n1cnc(Cl)n1)(C3)C2
24. O=C1NC2(CCCCC2)C(=O)N1/N=C/c1ccccc1Br
25. C=CCOn1c(=O)c(-c2ccc(OC)cc2)[n+]([O-])c2ccccc21
assay / compound	21	22	23	24	25
GLP1R ag	17%	-9%	1%	20%	8%
pAkt inh	i	i	i	i	i
FUS suppressor	9%	12%	-5%	-33%	18%
D3 antag	-4	27	-11	2	0
PTHR1 ag	-47%[inhibitor]	-9%[57.5 µM]	i	-20%	-19%[57.5 µM]
aSyn yeast inh	-1%	0%	-1%	-8%	3%
TDP-43 yeast inh	1%	-17%	-1%	2%	2%
GLP1R inv ag	-15%	1%	18%	-16%	1%
Abeta yeast res	-7%	4%	-7%	13%	-18%

26. CSCC[C@H](NC(=O)COc1ccc(Cl)cc1Cl)c1nc2ccccc2[nH]1
27. COC(=O)Cn1cnc2scc(-c3ccc(C)c(C)c3)c2c1=O
28. CCCCSCCCNC(=O)c1cn(C)c2ccc(S(=O)(=O)N3CCCCCC3)cc2c1=O
29. O=C(Nc1ccc(-c2nc3ccccc3[nH]2)cc1)C1CCCN(Cc2ccn[nH]2)C1 (stereo unspecified)
30. Cc1ccccc1N1CC(C(=O)Nc2nnc(SCc3cccnc3)s2)CC1=O (stereo unspecified)
assay / compound	26	27	28	29	30
GLP1R ag	2%	17%	nt	-5%	-9%
pAkt inh	i	i	nt	i	i
FUS suppressor	-3%	22%	0%	-42%	?
D3 antag	-18	-1	nt	19	-4
PTHR1 ag	-18%	i	-15%	-2%	i
aSyn yeast inh	9%	-55%[inhibitor]	nt	3%	-3%
TDP-43 yeast inh	3%	-79%[inhibitor]	-2%	-2%	-1%
GLP1R inv ag	?	?	11%	8%	11%
Abeta yeast res	0%	-79%[inhibitor]	-2%	-7%	7%

31. NS(=O)(=O)c1ccc(CCNC(=O)c2ccc[nH]c2=S)cc1
32. CC1(C)Cc2cccc(C(=O)Nc3ccncc3)c2O1
33. COc1cccc(C(=O)NCC(c2cccs2)N2CCc3ccccc32)c1 (stereo unspecified)
34. CC1CC(C)CN(CC(C)(C)NS(=O)(=O)c2ccc(Cl)cc2)C1 (stereo unspecified)
35. COc1ccc(C(=O)Nc2nnc(S(=O)(=O)N(C)Cc3ccc(F)cc3)s2)cc1OC
assay / compound	31	32	33	34	35
GLP1R ag	0%	18%	5%	0%	-1%
pAkt inh	i	i	i	i	i
FUS suppressor	14%	23%	17%	14%	-10%
D3 antag	-17	20	17	?	0
PTHR1 ag	-19%	-22%	-19%	-23%	-6%
aSyn yeast inh	-35%[inhibitor]	-1%	-19%	1%	1%
TDP-43 yeast inh	-11%	13%	?	-7%	-9%
GLP1R inv ag	7%	-14%	?	?	10%
Abeta yeast res	-25%	12%	-1%	3%	-8%

36. COc1ccc(-n2c(Cc3cccn3C)nnc2SCC(=O)Nc2ccc(C(C)=O)cc2)cc1
37. Cc1ccc(NC(=O)NCc2c(-n3cccc3)sc3c2CCCC3)c(Cl)c1
38. Cc1cccnc1NC(=O)c1nn(C)c2c1CS(=O)(=O)c1ccccc1-2
39. COc1ccc(OC)c(C2N(c3cc(C)on3)C(=O)C3CCCN32)c1 (stereo unspecified)
40. CC/C(O)=C1\C(=O)CCCC1=NCCc1c(C)[nH]c2ccc(C)cc12
41. CCC(C)[C@H](NC(=O)OC(C)(C)C)C(=O)N/N=C/c1ccc2cc(OC)ccc2n1 (stereo partly specified)
42. COc1ccccc1CNC(=O)C1CCCN(S(=O)(=O)c2cccc3nonc23)C1 (stereo unspecified)
43. CCCSCCCNC(=O)C1CCN(C(=O)c2cc3sccc3n2C)CC1
assay / compound	36	37	38	39	40	41	42	43
GLP1R ag	9%	nt	2%	-9%	-1%	11%	14%	nt
pAkt inh	i	nt	i	i	i	i	i	nt
FUS suppressor	?	-9%	9%	18%	16%	nt	2%	0%
D3 antag	43	nt	-14	-16	2	10	-1	nt
PTHR1 ag	-16%	?	-8%	0%	-15%	i	i	-42%[inhibitor]
aSyn yeast inh	-1%	nt	-2%	-3%	8%	4%	1%	nt
TDP-43 yeast inh	9%	4%[9.22 µM]	-6%	15%	4%	-5%	8%	?
GLP1R inv ag	5%	11%	0%	-7%	-27%	-2%	4%	1%
Abeta yeast res	11%	-15%	-3%	-1%	17%	17%	26%	2%

Only part of the results is shown; the hit share may differ from the screen's.
